BLM helicase inh: qHTS Assay for Inhibitors of Bloom's syndrome helicase (BLM). RecQ-like DNA helicase BLM (Homo sapiens), P54132. recombinant BLM DNA unwinding, fluorescence dequenching. Potency, µM (highest dose often 56.1 µM), for inactives: at the top dose activity change, negative = inhibition, usual class: inhibitors. 350,000 tested, 0.2% active. AID 2528, 2010;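 note: plate controls were vehicle for no effect and no enzyme for full effect; nearly all actives have a fitted effect of over 35% in size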
GLS inh: qHTS for Inhibitors of Glutaminase (GLS). GLS enzymatic activity, qHTS titration. AID 624170, 2012. Glutaminase kidney isoform, mitochondrial (Homo sapiens), O94925. 410,000 tested, 0.21% active. Potency, µM (highest dose often 45.5 µM), without a hit: top-dose activity change, negative = inhibition, usual class: inhibitors; note: % is set by controls: 0 for no effect and ±100 for the full control effect
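Enzyme dispensed in phosphate buffer (45 mM, pH 8.2, 0.02% Tween-20), compounds pinned in, then 1 mM L-glutamine solution and the glutamate oxidase–HRP–Amplex Red mix added; fluorescence read immediately and again after 30 min at room temperature.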
G9a inh: qHTS Assay for Inhibitors of Histone Lysine Methyltransferase G9a | Histone-lysine N-methyltransferase EHMT2 (Homo sapiens), Q96KQ7 | G9a H3K9 monomethylation, AlphaScreen, 2 h | Potency, µM (top dose mostly 102 µM), inactives show top-dose activity, negative = inhibition, usual class: inhibitors | 350,000 tested, 8.8% active | AID 504332, 2011; note: % is set by controls: 0 for no effect and ±100 for the full control effect; nearly all actives have a fitted effect of over 75% in size
Target sequence (Q96KQ7 913-1193 limits assumed): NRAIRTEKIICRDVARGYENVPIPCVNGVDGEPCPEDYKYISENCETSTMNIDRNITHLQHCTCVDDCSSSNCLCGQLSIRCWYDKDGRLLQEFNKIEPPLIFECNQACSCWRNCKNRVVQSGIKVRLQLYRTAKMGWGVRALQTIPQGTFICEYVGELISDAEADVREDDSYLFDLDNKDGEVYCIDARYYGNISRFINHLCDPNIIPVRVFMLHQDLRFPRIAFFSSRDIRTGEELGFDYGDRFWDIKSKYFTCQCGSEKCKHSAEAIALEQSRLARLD
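G9a (20 nM) was preincubated 15 min with compound, then reacted 2 h at room temperature with 500 nM biotin-H3K9 peptide and 20 µM SAM. Monomethyl-H3K9 detected by AlphaScreen using anti-H3K9me1 antibody.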
POLI inh: qHTS for Inhibitors of Polymerase Iota. AID 588590, 2011. Pol iota fluorescent replication assay, 10 min. 390,000 tested, 1% active. DNA polymerase iota (Homo sapiens), Q9UNA4. Potency, µM (series often up to 115 µM), inactives show top-dose activity, negative = inhibition, actives largely listed as inhibitors
Target sequence (Q9UNA4 whole entry, looked up): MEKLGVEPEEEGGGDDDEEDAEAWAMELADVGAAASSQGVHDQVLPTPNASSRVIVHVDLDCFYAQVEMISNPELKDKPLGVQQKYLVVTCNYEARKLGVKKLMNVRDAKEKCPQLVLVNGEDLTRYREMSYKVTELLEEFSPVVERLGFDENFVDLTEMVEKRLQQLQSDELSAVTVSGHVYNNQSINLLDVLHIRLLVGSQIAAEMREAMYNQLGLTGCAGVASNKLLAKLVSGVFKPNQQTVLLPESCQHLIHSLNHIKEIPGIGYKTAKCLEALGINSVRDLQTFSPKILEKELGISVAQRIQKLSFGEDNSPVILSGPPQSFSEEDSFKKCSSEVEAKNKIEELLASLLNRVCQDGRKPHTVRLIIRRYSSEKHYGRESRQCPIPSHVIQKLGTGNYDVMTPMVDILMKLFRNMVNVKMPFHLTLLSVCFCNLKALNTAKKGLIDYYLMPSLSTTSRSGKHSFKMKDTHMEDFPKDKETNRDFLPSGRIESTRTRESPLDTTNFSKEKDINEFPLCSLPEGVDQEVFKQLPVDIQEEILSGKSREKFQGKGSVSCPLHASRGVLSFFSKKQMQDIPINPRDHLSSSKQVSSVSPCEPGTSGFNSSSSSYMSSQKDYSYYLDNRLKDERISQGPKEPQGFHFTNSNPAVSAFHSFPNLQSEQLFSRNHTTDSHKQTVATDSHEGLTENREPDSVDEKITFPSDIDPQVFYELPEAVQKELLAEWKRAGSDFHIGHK
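Pol iota at 10 nM preincubated 15 min with compounds at room temperature; reaction started with fluorescent substrate, 50 nM final. Fluorescence read kinetically at 0 and 10 min; buffer-only wells as negative control.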
Active calls of the source: *; ? = inconclusive; · = not tested or not shown; & = joins results of further samples; ! = a repeat was not active; [ ] = another dose, or the depositor's remark. Calls come from the whole dose curve; as a rule, active = well fitted curve in the direction sought with a large enough effect; inconclusive = small, poorly fitted or top-dose-only effect, or another doubt; inactive = no such curve, though single readings can be large; an effect the other way counts as inactive or inconclusive. Potency is the fitted concentration of half-maximal effect. This is a subset; rates above refer to the full screens.

1) CCCCCCCCCCCCCCSCC(=O)O
2) NC1(C(=O)O)CCCC1
3) N[C@@H](CS(=O)O)C(=O)O
4) C[C@H](NC(=O)/C(C#N)=C/c1ccc(O)c(O)c1)c1ccccc1
5) O=[N+]([O-])c1ccc(-c2nc(-c3ccc(F)cc3)c(-c3ccncc3)[nH]2)cc1
6) C/C=C1\C(=O)CC2C3CCC4=CC(=O)CC[C@]4(C)C3CC[C@]12C (some centres not stated)
7) CC(N)(Cc1ccc(O)c(O)c1)C(=O)O (configuration not stated)
8) C1CCC(N=C(NC23CC4CC(CC(C4)C2)C3)N2CCOCC2)CC1
Screen / compound no.	1	2	3	4	5	6	7	8
BLM helicase inh	·	1%&-9%	-1%	-15%	-7%	-7%	?	-1%
GLS inh	·	·	·	·	·	·	·	·
G9a inh	-2%[59 µM]	-33%[2.33 µM]	21µM*!	7.9µM*	35µM*	22%[12.7 µM]	0.95µM*	?
POLI inh	6%[58.9 µM]	1%	-1%[58.9 µM]	?	-11%[58.9 µM]	-3%[58.9 µM]	?	2%[58.9 µM]

Retrieved by compound from the list above:
5) O=[N+]([O-])c1ccc(-c2nc(-c3ccc(F)cc3)c(-c3ccncc3)[nH]2)cc1
7) CC(N)(Cc1ccc(O)c(O)c1)C(=O)O (configuration not stated)
8) C1CCC(N=C(NC23CC4CC(CC(C4)C2)C3)N2CCOCC2)CC1
4) C[C@H](NC(=O)/C(C#N)=C/c1ccc(O)c(O)c1)c1ccccc1
3) N[C@@H](CS(=O)O)C(=O)O
2) NC1(C(=O)O)CCCC1
1) CCCCCCCCCCCCCCSCC(=O)O
Screen / compound no.	5	7	8	4	3	2	1
BLM helicase inh	-7%	?	-1%	-15%	-1%	1%&-9%	·
GLS inh	·	·	·	·	·	·	·
G9a inh	35µM*	0.95µM*	?	7.9µM*	21µM*!	-33%[2.33 µM]	-2%[59 µM]
POLI inh	-11%[58.9 µM]	?	2%[58.9 µM]	?	-1%[58.9 µM]	1%	6%[58.9 µM]

Next section:
9) OC[C@H]1O[C@@H](n2cnc3cncnc32)[C@H](O)[C@@H]1O
10) O=C(O)CCCC[C@@H]1CCSS1
11) COc1ccc2c(c1)c(CC(=O)N1CCOCC1)c(C)n2C(=O)c1ccc(Cl)cc1
12) O=c1[nH]c2cc(Cl)c(Cl)cc2[nH]c1=O
13) O=C(Nc1cc(C(=O)Nc2ccc(S(=O)(=O)O)cc2S(=O)(=O)O)cc(C(=O)Nc2ccc(S(=O)(=O)O)cc2S(=O)(=O)O)c1)Nc1cc(C(=O)Nc2ccc(S(=O)(=O)O)cc2S(=O)(=O)O)cc(C(=O)Nc2ccc(S(=O)(=O)O)cc2S(=O)(=O)O)c1
14) CSC(=N)N
15) COc1cc(N)c(Cl)cc1C(=O)OCCN1CCCCC1
16) CCN(CC)CCCC(C)Nc1ccnc2cc(Cl)ccc12 (configuration not stated)
Screen / compound no.	9	10	11	12	13	14	15	16
BLM helicase inh	1%	5%	2%&-5%	1%	?	1%	-2%	49%[activator]
GLS inh	·	·	·	·	·	·	·	·
G9a inh	-3%[59 µM]	?	24%[12.7 µM]	-6%[2.33 µM]	0.071µM*	19%[12.7 µM]	35%[activator][12.7 µM]	25µM*!
POLI inh	-3%[58.9 µM]	3%[58.9 µM]	0%[58.9 µM]	0%[58.9 µM]	1.3µM*	-1%[58.9 µM]	3%[58.9 µM]	3%[58.9 µM]

17) NC/C=C\C(=O)O
18) NCCS(=O)O
19) CCN(CC)CCNC(=O)c1ccc(NS(C)(=O)=O)cc1
20) CN1CCC[C@@H]1Cc1c[nH]c2ccc(CCS(=O)(=O)c3ccccc3)cc12
21) CC(C)=CCC1C(=O)N(c2ccccc2)N(c2ccccc2)C1=O
22) CCCCC/C(C=O)=C/c1ccccc1
23) CCOc1ccccc1OCCN[C@H](C)Cc1ccc(OC)c(S(N)(=O)=O)c1
24) Cc1cccc(COC[C@H](Cc2ccccc2)N2CCN(C(=O)c3cccc(Cl)c3)CCC2=O)c1
Screen / compound no.	17	18	19	20	21	22	23	24
BLM helicase inh	1%	2%	·	-1%	-5%	4%	-5%	-8%[75.6 µM]
GLS inh	·	·	17%	29%	43%[activator]	-19%	-8%	-5%
G9a inh	13µM*!	19µM*!	-6%[59 µM]	-19%[12.7 µM]	?	22%[59 µM]	-39%[12.7 µM]	?
POLI inh	1%[58.9 µM]	-4%[58.9 µM]	·	·	·	·	·	·

25) FC(F)OC(Cl)C(F)(F)F (configuration not stated)
26) CCn1cc(C(=O)O)c(=O)c2cnc(N3CCCC3)nc21
27) O=c1[nH]c(=O)c2[nH]c(=O)[nH]c2[nH]1
28) Cc1cc(O)c(C(C)C)cc1Cl
29) CC(=O)[O][Al][O]C(C)=O
30) C=C1N[C@]2(C(=O)COC(C)=O)[C@@H](C[C@H]3[C@@H]4CCC5=CC(=O)C=C[C@]5(C)[C@H]4[C@@H](O)C[C@@]32C)O1
31) CC(c1ncncc1F)[C@](O)(Cn1cncn1)c1ccc(F)cc1F (some centres not stated)
32) CCOC(=O)[C@@H](N)CS
Screen / compound no.	25	26	27	28	29	30	31	32
BLM helicase inh	-4%	4%	2%	-7%&-2%	4%	3%	-6%	-15%
GLS inh	0%	-6%[20 µM]	2%&28%	-16%	-10%	2%	2%	-13%
G9a inh	-1%[12.7 µM]	24%[21.5 µM]	-39%[12.7 µM]	0%[59 µM]	31%[59 µM]	-2%[12.7 µM]	17%[59 µM]	?
POLI inh	·	·	·	·	·	·	·	·

33) C[C@@H]1CCC[C@H](C)N1
34) COCc1c(C(C)C)nc(C(C)C)c(/C=C/[C@@H](O)C[C@@H](O)CC(=O)O)c1-c1ccc(F)cc1
35) CCC(CC)(CC(=O)Nc1cccc(/C=C/c2nc(C3CCC3)cs2)c1)C(=O)O
36) O=C(OCc1ccccc1)c1cccnc1
37) CCCCC(=O)OC1CCC2C3CCc4cc(O)ccc4C3CC[C@]12C (some centres not stated)
38) O=CCCCC=O
39) Cc1nc(NS(=O)(=O)c2ccc(N)cc2)nc(C)c1Br
40) C=C1CC2C3C=C(C)C4=CC(=O)CCC4(C)C3CCC2(C)[C@@]1(OC(C)=O)C(C)=O (some centres not stated)
Screen / compound no.	33	34	35	36	37	38	39	40
BLM helicase inh	4%[21.4 µM]	-1%	0%	-12%	-7%	-5%	-2%	-10%
GLS inh	0%[20 µM]	-2%	-8%	?	-4%	-3%	16%	-16%
G9a inh	-45%[5.15 µM]	-5%[12.7 µM]	-33%[12.7 µM]	1.4µM*	-24%[2.33 µM]	2%[59 µM]	-45%[12.7 µM]	18µM*
POLI inh	·	·	·	·	·	·	·	·

41) CCCCCC(C)N (configuration not stated)
42) Cn1cc(C(=O)[C@@H]2CCc3[nH]cnc3C2)c2ccccc21
43) CCc1c(C)[nH]c2c1C(=O)[C@H](CN1CCOCC1)CC2
44) Clc1cccc(C(c2ccc3nc[nH]c3c2)n2ccnc2)c1 (configuration not stated)
45) CCOCC(O)COc1ccc(NC(=O)CC[S+](C)C)cc1 (configuration not stated)
46) CC(C)=CCOc1ccc(/C=C/C(=O)c2ccc(OCC=C(C)C)cc2OCC(=O)O)cc1
47) N[C@H](Cc1c[nH]c2ccccc12)C(=O)O
48) CN(C)CCn1nnnc1SCC1=C(C(=O)O)N2C(=O)[C@@H](NC(=O)Cc3csc(N)n3)[C@@H]2SC1
Screen / compound no.	41	42	43	44	45	46	47	48
BLM helicase inh	-2%	-14%	1%[21.4 µM]	1%	-10%	16µM*	-6%	4%[21.4 µM]
GLS inh	0%	5%	-2%[20 µM]	-5%	4%	-1%	-1%	-37%[20 µM]
G9a inh	-38%[2.33 µM]	-4%[12.7 µM]	0%[21.5 µM]	?	-8%[12.7 µM]	-2%[59 µM]	32%[59 µM]	6%[21.5 µM]
POLI inh	·	·	·	·	·	·	·	·

49) C[C@H](Cn1cnc2c(N)ncnc21)OCP(=O)(O)O
50) CCC(C(=O)O)C1OC(C(C)C(O)C(C)C(=O)C(CC)C2OC3(C=CC(O)C4(CCC(C)(C5CCC(O)(CC)C(C)O5)O4)O3)C(C)CC2C)C(C)CC1C (configuration not stated)
51) CCCCCCCCCCCCCCCCCC(=O)OCC(O)CO (configuration not stated)
52) CCC1=C[C@@H]2CN(C1)Cc1c([nH]c3ccccc13)[C@@](C(=O)OC)(c1cc3c(cc1OC)N(C)[C@@H]1[C@@](O)(C(=O)OC)[C@H](OC(C)=O)[C@]4(CC)C=CCN5CC[C@]31[C@@H]54)C2
53) CCCCCCCCCCCC[n+]1ccc2ccccc2c1
54) Cc1ccc2c(c1)c1c3n2CCN[C@H]3CCC1
55) CN(C)C=Nc1c(I)cc(I)c(CCC(=O)O)c1I
56) CC(=O)[C@@]1(O)CC[C@H]2[C@H]3C[C@@H](C)C4=CC(=O)C=C[C@]4(C)[C@@]3(F)[C@@H](O)C[C@]21C
Screen / compound no.	49	50	51	52	53	54	55	56
BLM helicase inh	0%	-3%	-8%	-5%	2%	-5%	6%	-3%[21.4 µM]
GLS inh	8%	-1%	0%	22%	0%	5%	6%	0%[20 µM]
G9a inh	-6%[12.7 µM]	-6%[12.7 µM]	-33%[59 µM]	?	?	?	?	-1%[21.5 µM]
POLI inh	·	·	·	·	·	·	·	·

57) O=C(CCBr)N1CCN(C(=O)CCBr)CC1
58) Cc1cc(-c2ccc(N=Nc3ccc4c(S(=O)(=O)O)cc(S(=O)(=O)O)c(N)c4c3O)c(C)c2)ccc1N=Nc1ccc2c(S(=O)(=O)O)cc(S(=O)(=O)O)c(N)c2c1O
59) CCCCN1CCCC1C(=O)Nc1c(C)cc(C)cc1C (configuration not stated)
60) CC(=O)N[C@H](CC(C)C)C(=O)O
61) FC(F)(F)C(F)(F)C(F)(F)C(F)(F)C(F)(F)C(F)(F)F
62) CCC(=O)OCC(=O)[C@@]1(OC(=O)CC)[C@H](C)C[C@@H]2[C@@H]3[C@H]([C@@H](O)C[C@@]21C)[C@]1(C)C=CC(=O)C=C1C[C@@H]3Cl
63) C[C@@]12C=CC(=O)C=C1CCC1C3CC(O)[C@@](O)(C(=O)CO)[C@]3(C)CC(O)[C@]12F (some centres not stated)
64) C[C@H](Oc1ccccc1)C(=O)N[C@@H]1C(=O)N2[C@@H]1SC(C)(C)[C@@H]2C(=O)O
Screen / compound no.	57	58	59	60	61	62	63	64
BLM helicase inh	-9%	11µM*!	4%	-3%	-1%	0%[21.4 µM]	3%	3%[21.4 µM]
GLS inh	-12%	14µM*!	11%	5%	-4%	-17%[20 µM]	-1%	-3%[20 µM]
G9a inh	-23%[2.33 µM]	?	-11%[12.7 µM]	-12%[2.33 µM]	10%[12.7 µM]	?	-41%[2.33 µM]	24%[21.5 µM]
POLI inh	·	·	·	·	·	·	·	·

65) CC(O)C(=O)O (configuration not stated)
66) CCOC(=O)/C=C(C)/C=C/C=C(C)/C=C/c1c(C)cc(OC)c(C)c1C
67) CCCCCCCCCCCCCCCCCCCCCC(=O)Nc1ccn([C@@H]2O[C@H](CO)[C@@H](O)[C@@H]2O)c(=O)n1
68) c1ccc2c(c1)CCC[C@@H]2C1=NCCN1
Screen / compound no.	65	66	67	68
BLM helicase inh	2%	-5%	0%	1%
GLS inh	-22%	1%	-1%	-2%
G9a inh	-19%[59 µM]	41%[12.7 µM]	0%[12.7 µM]	3%[12.7 µM]
POLI inh	·	·	·	·

Screening results as filed in PubChem.
